# hcGAS lum = Primary biochemical luminescence assay for human cyclic GMP-AMP synthase inhibitors; Q8N884; recombinant h-cGAS, ATP depletion, Kinase-Glo luminescence; inhibition, % at 12.5 µM; actives 0.081% (n = 290,000); AID 1259398, 2018;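 also: 0% = vehicle reaction and 100% = reaction without DNA for no activity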
# Target sequence (Q8N884 whole entry, looked up): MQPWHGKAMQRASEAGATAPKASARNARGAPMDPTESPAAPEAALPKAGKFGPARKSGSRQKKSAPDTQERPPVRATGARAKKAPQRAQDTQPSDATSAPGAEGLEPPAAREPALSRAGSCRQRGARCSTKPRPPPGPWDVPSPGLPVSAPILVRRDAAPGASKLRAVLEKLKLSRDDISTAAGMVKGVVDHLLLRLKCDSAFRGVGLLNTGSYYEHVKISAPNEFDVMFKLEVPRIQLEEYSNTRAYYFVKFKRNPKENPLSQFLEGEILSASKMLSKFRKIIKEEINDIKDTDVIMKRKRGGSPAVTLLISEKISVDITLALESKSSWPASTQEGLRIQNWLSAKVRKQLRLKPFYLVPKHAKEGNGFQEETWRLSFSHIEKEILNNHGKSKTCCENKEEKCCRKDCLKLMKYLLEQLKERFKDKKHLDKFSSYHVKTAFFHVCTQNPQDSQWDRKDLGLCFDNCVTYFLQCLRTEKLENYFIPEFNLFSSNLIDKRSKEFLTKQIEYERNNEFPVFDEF
# NPYLR7 ag = agonists of mosquito NPYLR7 receptor, primary screen, cell-based, Aedes aegypti, calcium fluorescence, mosquito biting behavior; Aedes aegypti neuropeptide Y-like receptor 7 (NPYLR7); HEK293T NPYLR7/Galpha15, GCaMP6s calcium fluorescence; activation, % at 10 µM; actives 0.15% (n = 270,000); AID 1259423, 2018; in the data active = activation above about 40%;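 also: 0% = vehicle and 100% = reference agonist at the receptor; some compounds past the cut are filed as inactive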
# mcGAS lum = cyclic GMP-AMP synthase inhibitors, mouse, primary biochemical chemiluminescence; recombinant cGAS, Kinase-Glo ATP depletion luminescence; inhibition, % at 12.5 µM; actives 0.15% (n = 160,000); AID 1259399, 2018;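 also: 0% = negative control wells and 100% = reference inhibitor with no enzyme activity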
# * = called active by the depositor; . = no result given; & = joins results of further samples. Rule as the data show it, unless noted: active = inhibition above about 40%; inactive = the rest.
SMILES,hcGAS lum,NPYLR7 ag,mcGAS lum
O=c1c2nnn(Cc3ccc(Cl)cc3)c2ncn1C/C=C/c1ccccc1,-4,9,.
N#Cc1nc(-c2ccc(COc3ccccc3)o2)oc1N1CCOCC1,-7,0,-6
CCN(CC)C(S)Sc1c(O)cc(-c2ccccc2)n(-c2ccccc2)c1=O (stereo not given),-5,4,.
COc1ccc(NC(=O)N2CCN(c3nc(C)nc(C)c3Cc3cccc(C(F)(F)F)c3)CC2)c(OC)c1,-8,6,-4
COC(=O)c1c(Nc2nc3ccccc3nc2Cl)sc(C)c1C,-10,1,-19
Cc1c(Br)cccc1NC(=O)C1(C)CCN1C(C)C (stereo not given),-9,0,.
CC(=O)c1sc(NC(=O)C2CC2C)nc1-c1ccccc1 (stereo not given),-11,3,.
COc1ccc(C)cc1NCCC(=O)NC(C)c1ccccc1C (stereo not given),-1,0,-7
CCc1ccc(NC(=O)CSc2nc(=O)n(CCCN3CCOCC3)c3c2CCCC3)cc1,-10,-5,-9
C=CCCOC(=O)N1CCC2(CC1)[C@H](C(=O)Nc1ccccc1)[C@@H](OC)C(=O)N2C,-4,22,-6
CCCN(CC(=O)Nc1cc(C(C)(C)C)nn1-c1cccc(C)c1C)C(=O)c1ccc(Br)cc1,-4,16,-5
CCCCS(=N)(=O)CC[C@H](N)C(=O)O (stereo not given in full),0,4,-3
COC(=O)c1ccc2c(=O)n(Cc3ccc(C(=O)NCCCN4CCCCC4)cc3)c(=S)[nH]c2c1,4,0,3
Cc1ccc(NC(=O)C(C)Nc2ccc3c(c2)CCC3)c(Br)c1 (stereo not given),-13,-1,.
CCc1cn[nH]c1C1CCN(Cc2nccn2-c2ccc(OC)cc2)CC1,2,2,0
COc1cc(=O)n(-c2ccc(F)cc2)nc1C(=O)N1c2ccccc2CC1C (stereo not given),-10,7,-7
C=CCN(CC(=O)N1CCCc2cc(OC)ccc21)C1CCCC1,-7,8,.
CCCOC(=NCc1ccco1)NC(=O)c1cccc(OC)c1,-4,3,-6
O=C(c1ccc2oc(Cc3ccccc3)nc2c1)N1CCN(c2ncccn2)CC1,1,2,.
O=C(Nc1ccc(Oc2ccccc2F)cc1)C1CCN(Cc2nccs2)CC1,-9&2,4&-3,1
COc1ccccc1CSc1nnc(Cc2ccccc2)n1-c1cccc(C)c1,-5,.,-3
CCOc1ccccc1NC(=O)NCCNc1cc(-n2cccn2)ncn1,-6,-6,-6
COC(=O)c1cc(-c2ccc(F)cc2)nc2c1c(C)nn2C1CCS(=O)(=O)C1 (stereo not given),0,0,.
COC(=O)c1ccc(COc2cccn3c(N(C)CC4CC4)c(C)nc23)cc1,1,1,1
O=C(c1cnc[nH]1)N1CCC(O)(CN2CCCC2)CC1,-10,.,-6
O=C(CCn1cnc2ccccc2c1=O)NC1CCCc2c1cnn2-c1ccc(F)cc1F (stereo not given),-4&-9,14,-10
CCc1nc(CNc2cc(C(=O)N3CCOCC3)ccc2C)cs1,-7,-20,.
COC(C)(C)CC(C)NCc1noc(C2CCCC2)n1 (stereo not given),-3,2,-7
CC1=C(Cc2cn(CCN3CCOC3=O)nn2)C(C)(C)CCC1,-6,22,.
CCCn1c(SCC(=O)C(C#N)=C(C)N)n[nH]c1=O,-4,6,.
O=C(NCCCn1ccnc1)c1cc(C2CC2)on1,-3,4,.
COc1ccc(C(=O)NNC(=O)CCOc2ccccc2F)cc1,-5,3,.
C=CCn1cc(CN(C)C(C)CC(=O)NC)c(C)n1 (stereo not given),-9,2,.
Cc1c(CCNC(=O)CC2COCCN2)c2cccc3c2n1CCC3 (stereo not given),0,3,.
O=C(CN1CCOCC1)N1CCN(Cn2nc(-c3ccco3)n(-c3ccccc3)c2=S)CC1,-5,15,.
O=c1[nH]c2nc3ccccc3n2c2ncccc12,2,9,.
CSc1ccc(CC(=O)NCc2cccnc2N2CCN(C(C)=O)CC2)cc1,-11,6,.
C=CCN(Cc1ccccn1)C1CCN(C(C)=O)CC1,-4,-2,.
CN(CCCc1cnn(C)c1)C(=O)c1scc2c1CCCC2,-5,2,.
COCCNCc1ccccc1OS(=O)(=O)c1ccc(F)cc1,0,-1,.
CC(C)c1cc(C(=O)NCCN(C)S(C)(=O)=O)no1,-2,0,.
Cn1c(Nc2ccccc2)nc2cnc(Nc3ccncc3)cc21,-4,9,-8
COc1ccccc1N1CCN(Cc2nc3ccsc3c(=O)[nH]2)CC1,-12,6,-7
CCC(CO)NC(=O)C(=O)N1CCSc2ccccc21 (stereo not given),1,-2,.
N#Cc1ccc(-c2csc(NC(=O)Cc3c(F)cccc3Cl)n2)cc1,-8,0,.
COc1cccc(CCNC(=O)c2ccc[nH]c2=O)c1OC,-2,5,.
Cc1c(C(=O)OCC(=O)N(C)C)nnn1-c1ccc(F)c(Cl)c1,-6,11,.
COc1ccccc1OC(C)(C)C(=O)N1CCOC2(CNCCOC2)C1 (stereo not given),-5,11,.
CCN(Cc1noc(C2CC2)n1)C(=O)c1ncoc1C1CC1,-10,9,-12
CC(C)(C)CN1CCNC(=O)C1CC(=O)NCc1ccc2nsnc2c1 (stereo not given),-4,26,-15

# (more compounds)
SMILES,hcGAS lum,NPYLR7 ag,mcGAS lum
O=C(Nc1nc(-c2ccc(Br)s2)cs1)c1ccc(Br)s1,-1,-4,.
CC1Cc2ccccc2N1C(=O)Cc1cc(-c2ccc(F)cc2)on1 (stereo not given),-4,10,-9
Cc1ccc(C)c(OC(C)C(=O)N2CCc3[nH]nc(C(C)C)c3C2)c1 (stereo not given),0,-3,-2
OCc1cc(Br)cc(CO)c1OCc1ccc(Cl)c(Cl)c1,-7,3,-6
O=C(COc1ccccc1F)Nc1ccc(SC(F)F)cc1,-6,-2,-6
N#CC1(C(=O)N2CC[C@@H]3[C@@H](CCC(=O)N3CC3CCNCC3)C2)CC1,4,.,-1
COC(=O)C(Cc1ccccc1)NC(=O)C1CC(=O)N(N(C)c2ccccc2)C1 (stereo not given),-8,-7,0
CN(C)c1ccc(C(=O)N2CCOC(COc3cccc(C(F)(F)F)c3)C2)cc1 (stereo not given),-6,4,-6
O=c1c2ccccc2c(-c2ccccc2)nn1Cc1cccc(Br)c1,8,-6,.
Cc1ccccc1-c1nc2scc(CCNS(=O)(=O)c3cc(F)ccc3F)n2n1,-5,0,-7

# Next part (5 carried over from the part before).
SMILES,hcGAS lum,NPYLR7 ag,mcGAS lum
N#CC1(C(=O)N2CC[C@@H]3[C@@H](CCC(=O)N3CC3CCNCC3)C2)CC1,4,.,-1
COC(=O)C(Cc1ccccc1)NC(=O)C1CC(=O)N(N(C)c2ccccc2)C1 (stereo not given),-8,-7,0
CN(C)c1ccc(C(=O)N2CCOC(COc3cccc(C(F)(F)F)c3)C2)cc1 (stereo not given),-6,4,-6
O=c1c2ccccc2c(-c2ccccc2)nn1Cc1cccc(Br)c1,8,-6,.
Cc1ccccc1-c1nc2scc(CCNS(=O)(=O)c3cc(F)ccc3F)n2n1,-5,0,-7
Cc1noc(-c2cc(Br)cc(Br)c2O)n1,22,3,21
COc1ncccc1-c1ccc(CN2CCCC2)cc1,-5,-3,-12
C=c1ccccc1=c1[nH]c(=CC2=Cc3ccc(OC)cc3OC2)c(=O)o1,-6,1,-8
COc1ccc(-c2csc(-n3[nH]c(-c4ccccc4)c(N=Nc4ccc(OC)cc4[N+](=O)[O-])c3=O)n2)cc1,12,-7,1
CCn1c(C)cc(C)c(C(=O)N2CCC3(CCCO3)CC2)c1=O,0,-3,0
CCc1cccc(NC(=O)Nc2ccc(N3CCCC3)c(C(=O)NC(C)c3ccccc3)c2)c1 (stereo not given),0,5,-8
CCS(=O)(=O)c1ccc(C(=O)O)c(NS(=O)(=O)c2ccccc2F)c1,2,-1,.
COc1cc(C(C2Sc3ncnn3C2=O)N2CCC(C(N)=O)CC2)cc(OC)c1OC (stereo not given),-6,3,-8
CC(Cn1cccn1)NCc1cnn(-c2ccc(F)cc2)c1 (stereo not given),-6,0,.
CC(C)c1cc(C(F)(F)F)nc(N2CCN(C(=O)[C@H]3C[C@H](O)CN3)CC2)n1,-7,.,-5

# Some of the entries above, set out differently.
CC(C)c1cc(C(=O)NCCN(C)S(C)(=O)=O)no1
  hcGAS lum: -2	NPYLR7 ag: 0	mcGAS lum: .
Cn1c(Nc2ccccc2)nc2cnc(Nc3ccncc3)cc21
  hcGAS lum: -4	NPYLR7 ag: 9	mcGAS lum: -8
COc1ccccc1N1CCN(Cc2nc3ccsc3c(=O)[nH]2)CC1
  hcGAS lum: -12	NPYLR7 ag: 6	mcGAS lum: -7
CCC(CO)NC(=O)C(=O)N1CCSc2ccccc21 (stereo not given)
  hcGAS lum: 1	NPYLR7 ag: -2	mcGAS lum: .

# (more compounds)
SMILES,hcGAS lum,NPYLR7 ag,mcGAS lum
Cc1cc(C(=O)O)ccc1NS(=O)(=O)c1cccc(Cl)c1,-1,-4,.
C[C@H](NC(=O)/C(C#N)=C/c1ccc(O)c(O)c1)c1ccccc1,4,3,2
CCN(CC)CCN(CC)C(=O)c1ccc(-c2n[nH]c3c2COc2ccccc2-3)cc1,-11,6,-5
COCCCn1ccc2nc(N3CCOCC3)ncc2c1=O,-7,5,.
COc1ccc(CCN(C)C(=O)CC(c2ccccc2)c2ccccc2)cc1OC,-5,-7,.
c1ccc(-c2noc(CSc3nc4ccccc4[nH]3)n2)cc1,1,0,0
FC(F)(F)c1ccccc1C1c2cccn2CCCN1Cc1ccoc1 (stereo not given),-5,-10,-5
CS(=O)(=O)N1CCCC(CCc2cccc(C(F)(F)F)c2)C1 (stereo not given),2,-7,.
O=C(Nc1cccc2[nH]c([C@@H]3O[C@H](CO)[C@@H](O)[C@H](O)[C@H]3O)nc12)NC(c1ccccc1)c1ccccc1,-2,2,-3
C=C1c2ccccc2C(=O)N1CC(=O)OCC(=O)Nc1sc(C(C)=O)c(C)c1C(=O)OCC,-3,14,.
Cn1ccnc(NCCCOC2CCCc3ccccc32)c1=O (stereo not given),-14,1,.
COc1ccc(C2CC(=O)C3C(=Nc4ccccc4NC3c3ccc(OC)c(OC)c3OC)C2)cc1 (stereo not given),0,20,0
O=S(=O)(NC1CC1)c1ccc(Cl)cc1C(F)(F)F,-9&-3,-1&1,-5&-5
O=C(O)C12CCCC(Br)(CCC1)C2,-1,20,.
COc1ccc(-c2nc3ccccc3c(=O)n2CCc2ccc(F)cc2)c(OC)c1OC,-7,3,-11
NC(=O)C1CCCN1S(=O)(=O)c1cc2oc(=O)[nH]c2cc1Cl (stereo not given),-9,11,.
COc1ccc(OC)c(CCC(=O)NCc2ccc(O)c(F)c2)c1,-9,16,-18
CCC(=O)Oc1ccc(C=C2C(=O)N(C)C(=O)N(C)C2=O)cc1OC,-1,-3,-7
COc1ccc(NC(C)=O)cc1S(=O)(=O)Oc1ccc2c(c1)CCC2,-11,7,.
O=C(O)C1CC(=O)N(c2ccc(CCc3ccccn3)cc2)C1 (stereo not given),-7,17,.
O=c1[nH]n(CCn2cc(C3CC=CCC3)nn2)c(=O)c2ccccc12 (stereo not given),-6,-1,-11
Cc1ccc(-c2ccc(=O)n(CC(N)=O)n2)cc1C,-5,9,.
CC(C)(C)NS(=O)(=O)c1cc(N)ccc1F,-7,10,-10
CC1(C(=O)Nc2ccccc2N2CCCC2)Cc2ccccc2C(=O)O1 (stereo not given),-13,2,.
CN(CC(=O)Nc1ccc(Cl)cc1Cl)Cc1nc2ccccc2s1,-3,7,-1
Cc1ccc2[nH]c3c(=O)n(CC(=O)N4CCN(c5ccc(F)cc5)CC4)cnc3c2c1,-6,.,-7
CCOc1cc2c(cc1O)C(=O)c1ccccc1C2=O,-20,6,.
OCc1ccc(CN2CC3C[C@@H]4CC2C[C@H](C3)C4)o1,-9,.,-5
CCOc1ccc(C(=O)N2CCCN(CC(C)C)CC2)cc1OC,-5,4,.
O=C(CCCN1CCC(O)(c2cccc(C(F)(F)F)c2)CC1)c1ccc(F)cc1,-3,4,-4
CCn1ccnc1P(=O)(c1ccccc1)N1CCCCCC1 (stereo not given),-3,5,.
Cc1cc(C)nc(NN=Cc2cc(C)n(-c3ccc(C)c(C)c3)c2C)n1,-7,-3,-4
CCC(OC(=O)c1cc2c(s1)CCC2)C(=O)Nc1cc(C)on1 (stereo not given),1,3,-6
CCCc1cc(N2CCN(Cc3nc(CC)[nH]c3C)CC2)nc(C)n1,-3,6,.
COCc1cc(C)nc(NN=Cc2ccc(N(C)C)c(Br)c2)c1C#N,0,-7,.
O=S(=O)(c1cc(Cl)c(Cl)cc1Cl)N1CCN(c2nccc(-c3ccco3)n2)CC1,-6,-4,-7
Cc1ccnn1CC(=O)N1CCCC(CCc2ccccc2C(F)(F)F)C1 (stereo not given),-4,-4,-8
N#Cc1ccc(C=NN2CCOCC2)cc1,-6,-5,.
O=C(CCCc1cccs1)NNC(=O)COc1ccccc1F,5,0,-2
Cc1cc(Cl)ccc1OC(C)C(=O)OCc1nc(N)nc(N(C)C)n1 (stereo not given),-7,5,-7
O=C(CCCc1ccccc1)N(CC(O)c1ccc(F)cc1)C1CC1 (stereo not given),-4,6,-12
O=C1C2CC=CCC2C(=O)N1CN1CCCN(S(=O)(=O)c2ccc(F)cc2)CC1 (stereo not given),-6,6,.
COc1ccc2c(c1)CCCN(C(=O)c1cc(C(N)=O)c[nH]1)C2,-1,-3,.
Cc1ccoc1C(=O)NCCc1csc(C(C)C)n1,-4,1,.

# Screens: PubChem BioAssay, Fisher Drug Discovery Resource Center
